Assay outcomes as filed in PubChem.
Xi reactivation = reactivates the inactive X chromosome in mouse fibroblasts. XiGFP mouse fibroblasts, % GFP-positive cells imaging, 3 d; cells co-treated with 5-aza-dC sensitizer; scaled so ellipticine positive control = 100%. activation, % at 7.58 µM. 360,000 compounds, 0.055% hits. AID 743238;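 active = mean normalized replicate activation at least 10% and every replicate at or above 10%; inconclusive = only one of the two criteria met; inactive = mean below 10% and not all replicates reach 10%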;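 note: 0% = median of on-plate neutral control wells and 100% = ellipticine 6 µM median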
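System: 68-5-11 XiGFP fibroblast line | Buffer or medium: DMEM containing 5-aza-dC | Compound: Single point | Times: Compounds 3 days, fix/stain 15 min at room temperature | Benchmarks: Positive control ellipticine, 6 µM final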
E-sel inducer = induces E-selectin expression in human endothelial cells | HUVEC E-selectin immunofluorescence imaging; normalized: neutral wells 0, TNF-alpha wells 100 | activation, % at 7.58 µM | 260,000 compounds, 0.37% hits;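 active = mean E-selectin-positive cell signal at least 10% of the positive control, reached in at least 60% of replicates, without over 20% cell loss; inconclusive = no rule given, readout overlaps actives, possibly toxicity-flagged; inactive = the rest, including those meeting only one limit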;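 note: in these data hits start at about 27%; measured in HUVEC primary endothelial cells; signal is the percent of cells scored E-selectin positive by PE staining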
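Assay system: HUVEC, human umbilical vein endothelial cells / Amount: 3,000 HUVEC/well / Controls: TNF-alpha positive control, DMSO neutral control / Compound dosing: single concentration / Medium: EGM-2 over gelatin coat / Evaluation: percent E-selectin-positive cells / Signal: immunofluorescence imaging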
RAD54 inh = blocks human RAD54 Holliday junction branch migration. 360,000 compounds, 0.14% hits. FAM/BHQ fluorescence. AID 602329. inhibition, % at 10.4 µM;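 active = mean normalized replicate activity at least 40 and at least half of replicates scoring 40 or more; inconclusive = only one of the two criteria met; inactive = mean below 40 and under half of replicates reaching 40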;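 note: 0% = median of neutral control wells and 100% = median of positive control wells; inhibitors cause a drop in the FAM fluorescence signal; in these data hits start at about 50%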
S100A4 inh HTS = blocks human S100A4 binding to myosin IIA peptide | P26447 | S100A4/TAMRA-MyoIIA peptide fluorescence polarization | inhibition, % at 10.7 µM | 360,000 compounds, 0.14% hits | AID 652163;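 active = mean inhibition of at least 70% across replicates, with every replicate also reaching that level; inconclusive = mean inhibition reaches 70% but some replicates fall short; inactive = mean inhibition below 70%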
Target sequence (P26447 whole entry, looked up): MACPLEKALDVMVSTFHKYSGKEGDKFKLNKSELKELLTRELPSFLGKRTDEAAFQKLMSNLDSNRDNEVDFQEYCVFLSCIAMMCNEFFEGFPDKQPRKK
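Material: S100A4 monomer protein | Medium: HEPES pH 7.2 with CaCl2, KCl, NaCl, DTT, Triton | Reagent: Labelled myosin peptide probe, 5 nM | Doses: One dose per compound | Times: 5 min incubation before reading | Benchmarks: Neutral control DMSO, positive control TFP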
FN deposit inh = fibronectin deposition inhibition | AH1F fibroblasts, Alexa488-fibronectin deposition fluorescence, overnight | inhibition, % at 12.6 µM | 350,000 compounds, 0.086% hits;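 active = mean inhibition across replicates of 30% or more, regardless of how many single replicates reach that level; inconclusive = mean under 30% yet at least half of replicates reach 30%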;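 note: positive control wells lacked labelled fibronectin entirely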
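Assay system: AH1F fibroblasts assembling fluorescent fibronectin matrix; Amount: 10000 AH1F cells per well; Buffer or medium: DMEM, 2% serum; Probe or stimulus: Alexa488-fibronectin, 24 nM final in well; Doses: single compound dose, delivered by pin transfer; Incubation: 1 h adhesion, overnight exposure; Measured by: fluorescence 485/525 nm; Read-out: fibronectin deposition inhibition.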
RAD52 inh = blocks human RAD52 DNA annealing. 360,000 compounds, 0.46% hits. P43351. inhibition, % at 18.7 µM. AID 651710. recombinant RAD52 DNA annealing, FRET fluorescence;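 active = every replicate showing at least 50% inhibition; inconclusive = mean inhibition at least 50% but not in every replicate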
Target sequence (P43351 whole entry, looked up): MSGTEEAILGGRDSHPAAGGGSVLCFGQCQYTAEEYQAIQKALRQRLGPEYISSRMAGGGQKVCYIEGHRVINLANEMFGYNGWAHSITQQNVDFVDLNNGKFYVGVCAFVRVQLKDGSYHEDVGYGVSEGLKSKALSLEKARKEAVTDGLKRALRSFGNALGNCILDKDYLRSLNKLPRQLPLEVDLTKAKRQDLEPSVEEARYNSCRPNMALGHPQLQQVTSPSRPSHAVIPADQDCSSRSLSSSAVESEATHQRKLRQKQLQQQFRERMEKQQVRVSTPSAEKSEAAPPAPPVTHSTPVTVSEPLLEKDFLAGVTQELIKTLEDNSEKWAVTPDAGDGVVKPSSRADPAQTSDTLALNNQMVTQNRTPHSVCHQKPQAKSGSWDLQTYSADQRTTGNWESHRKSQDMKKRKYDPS
EWS-Fli inh = blocks EWS/Fli oncoprotein-driven transcription; A673 NR0B1-luciferase reporter, viability-normalised; inhibition, % at 12.6 µM; 350,000 compounds, 0.67% hits;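 active = mean inhibition of at least 50% after viability correction, with every replicate also passing that limit; inconclusive = mean reaches 50% but only one of two replicates passes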;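 note: firefly luciferase signal divided by Alamar Blue viability fluorescence both relative to DMSO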
esBAF inh = blocks esBAF chromatin remodeling in mouse ES cells | Bmi1-luciferase knock-in reporter, 24 h; 100% = twice the neutral-well signal | reporter increase, % at 12.5 µM | 350,000 compounds, 2% hits; in the data active = activation above about 40%; inconclusive = no clear call, values can overlap the other calls;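 note: 0% = median of the plate's neutral control wells and 100% = double that signal; a rise in the Bmi1 reporter signal indicates esBAF inhibition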
* hit, by the source's call; ? = inconclusive; / = not tested or not shown; & = joins results of further samples.

SMILES	Xi reactivation	E-sel inducer	RAD54 inh	S100A4 inh HTS	FN deposit inh	RAD52 inh	EWS-Fli inh	esBAF inh
COc1ccc(C(=O)N2CCC(C(=O)O)CC2)c2ccccc12	-0.1	/	/	8	-9	-11	12	-4
O=C(NCC(c1cccs1)N1CCOCC1)c1cccc(S(=O)(=O)Nc2ccc(F)cc2)c1 (stereo unspecified)	1.1	-0.5	-15	-5	/	-11	2	-1
O=C(COc1ccccc1)N1CCN(c2ccccc2)CC1	0.1	/	0	-10	-3	-4	4	5
COCCNC(=O)c1ccc2nc(Cc3ccc(OC)c(OC)c3)oc2c1	0.2	/	7	0	4	-11	-59	49*
COc1cccc(CN(C)C[C@@H]2OCc3cnnn3CCCC(=O)N([C@H](C)CO)C[C@H]2C)c1	0.0&0.2	0.0&-0.2	4	-8&-2	-1&20	-3&9	-6&2&-2	6&2&9
CNC(=O)COC(=O)c1ccc(Cl)c(S(N)(=O)=O)c1	0.5	0.1	/	-2	-5	-7	9	-8
CCOC(=O)C1(Cc2ccccc2C(F)(F)F)CCN(C2CCN(C(C)=O)CC2)CC1	0.1	23	1	12	20	-17	6	-6
COc1ccccc1NC(=O)NCCC1=CCCCC1	0.4	/	/	3	-5	-11	-1	/
O=C(C1CCN(c2nnc(-n3cccc3)s2)CC1)N1CCCCC1	0.2	/	8	2	-1	-3	-52	32
Cn1cc(CN2CCC(C(=O)Nc3ccc(Oc4ccccc4F)cc3)CC2)cn1	0.3	/	9	-10	-12	4	13	-2
C[C@@H]1CN([C@@H](C)CO)C(=O)c2cc(NC(=O)Cc3cn(C)c4ccccc34)ccc2O[C@@H]1CN(C)C(=O)Nc1cccc2ccccc12	0.0	/	-5	-2	/	-3	4	-2
O=C(c1cc(-c2ccccc2Cl)nc2ccccc12)N1CCOCC1	0.3	0.2	1	-3	1	-11	11	/
COc1ccc(SC[C@H](C)CN2CC[C@H](C(C)(C)C)CCC2=O)cc1	-0.2	-0.2	-14	0	-5	3	22	-10
CC1CCCN(C(=O)COC(=O)CNC(=O)c2ccc(Br)cc2)C1 (stereo unspecified)	0.0	-2.1	9	-1	4	-1	-3	0
CCn1c2ccccc2c2cc(NC(=O)C(=O)NCC3CCCO3)ccc21 (stereo unspecified)	0.0	1.8	-6	3	1	-3	11	-4
CNC[C@@H]1OCCCC[C@H](C)Oc2ccc(NS(=O)(=O)c3ccc(C)cc3)cc2C(=O)N([C@@H](C)CO)C[C@@H]1C	0.5	-0.1	5	-2	-5	-80	-7	-4
CCNC(=O)C[C@H]1CC[C@H]2[C@@H](COc3ccc(NC(=O)Cc4ccccc4)cc3C(=O)N2C)O1	0.3	0.0	-6	11	-10	3	4	-4
Cc1cc(C(=O)N2CCC(Cc3ccccc3)CC2)ccc1[N+](=O)[O-]	/	/	4	2	/	-5	16	6
C[C@H](O)C#Cc1ccc2c(c1)O[C@@H](CN(C)C(=O)c1ccccc1)[C@H](C)CN([C@@H](C)CO)S2(=O)=O	-0.4	-0.6	6	1	2	-3	-4	7
COc1ccc(OCC(O)CN2CCN(c3ccccc3)CC2)cc1 (stereo unspecified)	0.1	/	-1	1	-1	-9	-15	-5
CCN1C(=O)N[C@@H](CCc2ccccc2)[C@@H](C(=O)OC)[C@H]1C	0.3	0.2	0	2	0	-1	-4	8
COc1ccccc1-c1cn(CC[C@@H]2CC[C@H](NS(=O)(=O)c3ccccc3C)[C@H](CO)O2)nn1	-0.3	-0.1	-1	-2	9	14	4	-1
O=C(Cc1ccncc1)Nc1ccc2c(c1)[C@H]1C[C@H](CC(=O)N3CCc4ccccc4C3)O[C@H](CO)[C@H]1O2	0.1	0.3	9	-27	/	-4	14	0
Cc1cc(N2CCOCC2)nc(SCC(=O)c2ccccc2)n1	/	/	8	-3	/	0	-53	?
C[C@H]1CN([C@@H](C)CO)C(=O)c2cccc(NS(C)(=O)=O)c2O[C@@H]1CN(C)C(=O)Nc1ccc(F)cc1	-1.1	-0.1	-3	5	-3	5	-4	4
COc1ccc(N(C(=O)c2cnccn2)C(C(=O)NC2CCCCC2)c2ccccc2)cc1 (stereo unspecified)	0.0	/	-4	1	-2	-7	-7	-1
O=C(NCc1ccccc1)C(c1ccc(-c2ccccc2)cc1)n1c(=O)c(-c2cc3ccccc3[nH]2)nc2ccccc21 (stereo unspecified)	0.1	0.9	/	2	3	-24	-42	/
Cc1onc(-c2ccccc2)c1C1=N/C(=C\c2ccccc2F)C(=O)O1	0.6	/	/	1	-3	-10	11	/
O=[N+]([O-])c1ccc(/C=N/Nc2ccnc3cc(Cl)ccc23)o1	0.4	0.1	16	-40	5	-10	-20	-3
CC(C)(C)S(=O)N1Cc2cc(CO)ccc2[C@H]1CCO (stereo partly specified)	0.2	1.8	4	-8	2	-21	11	2
Cc1ccc(-c2nc3ncccc3o2)cc1NC(=O)COc1ccccc1	/	/	-5	-4	/	-25	-39	27
C[C@@H](NC(=O)C[C@H]1C[C@H]2c3cc(NS(C)(=O)=O)ccc3O[C@H]2[C@@H](CO)O1)c1ccccc1	0.0	-0.3	1	-3	/	9	4	1
COCCNC(=O)c1ccccc1NC(=O)CSc1ccc(C)cc1	0.0	/	/	3	/	-25	1	/
Cc1ccc2nc(SCC(=O)NCc3ccco3)c(C#N)cc2c1	/	-0.9	-3	/	-2	/	/	18
COc1cccc(CC(=O)Nc2cc(S(=O)(=O)N3CCOCC3)ccc2OC)c1	0.1	/	2	-11	-4	-23	5	-8
C/C(=N\NS(=O)(=O)c1ccc(Br)cc1)c1ccncc1	0.0	/	1	-3	7	-6	2	-1
Cc1ccccc1C(=O)N=c1ccn(-c2nc3ccccc3nc2NS(=O)(=O)c2ccc(F)cc2)cc1	0.1	/	-14	-14	-1	-272	/	3
COc1ccc(S(=O)(=O)N2CCN(c3ccccn3)CC2)c(OC)c1	0.0	0.0	-7	1	5	5	7	0
O=C(c1cc2cc(F)ccc2[nH]1)N1CCN(C(=O)c2ccco2)CC1	0.0	/	1	-7	-5	-29	/	16
Cc1ccccc1-n1c(-c2ccc3ccccc3n2)n[nH]c1=S	-0.1	-0.1	-7	0	-14	-22	14	6

A second format for four compounds above:
> COc1cccc(CC(=O)Nc2cc(S(=O)(=O)N3CCOCC3)ccc2OC)c1
  Xi reactivation: 0.1 | E-sel inducer: / | RAD54 inh: 2 | S100A4 inh HTS: -11 | FN deposit inh: -4 | RAD52 inh: -23 | EWS-Fli inh: 5 | esBAF inh: -8

> C/C(=N\NS(=O)(=O)c1ccc(Br)cc1)c1ccncc1
  Xi reactivation: 0.0 | E-sel inducer: / | RAD54 inh: 1 | S100A4 inh HTS: -3 | FN deposit inh: 7 | RAD52 inh: -6 | EWS-Fli inh: 2 | esBAF inh: -1

> Cc1ccccc1C(=O)N=c1ccn(-c2nc3ccccc3nc2NS(=O)(=O)c2ccc(F)cc2)cc1
  Xi reactivation: 0.1 | E-sel inducer: / | RAD54 inh: -14 | S100A4 inh HTS: -14 | FN deposit inh: -1 | RAD52 inh: -272 | EWS-Fli inh: / | esBAF inh: 3

> COc1ccc(S(=O)(=O)N2CCN(c3ccccn3)CC2)c(OC)c1
  Xi reactivation: 0.0 | E-sel inducer: 0.0 | RAD54 inh: -7 | S100A4 inh HTS: 1 | FN deposit inh: 5 | RAD52 inh: 5 | EWS-Fli inh: 7 | esBAF inh: 0

The list continues.
SMILES	Xi reactivation	E-sel inducer	RAD54 inh	S100A4 inh HTS	FN deposit inh	RAD52 inh	EWS-Fli inh	esBAF inh
CCOC(=O)/C(N=Nc1c(C)n(C)n(-c2ccccc2)c1=O)=C(/O)c1ccccc1	0.0	-0.2	/	5	1	-23	-1	/
Cc1oc(-c2ccccc2)nc1CS(=O)CC(=O)N1CCc2ccccc2C1 (stereo unspecified)	0.4	/	8	-9	4	-24	-3	18
CCc1nc(SCc2cccnc2)c2c(=O)n(C)c(=O)n(C)c2n1	0.1	/	2	-3	-3	-7	-2	-2
CCSc1ncc(C)cc1[N+](=O)[O-]	-0.1	-0.2	/	-8	3	-13	0	/
C/C=C/c1ccc2c(c1)O[C@@H](CN(C)C(=O)c1cnccn1)[C@@H](C)CN([C@@H](C)CO)S2(=O)=O	0.5	-0.1	-7	8	-5	-4	-1	-2
COc1ccc(/C(C)=N/NC(=O)CNC(=O)C2COc3ccccc3O2)c(OC)c1 (stereo unspecified)	0.1	3.7	/	-4	-3	-7	-1	/
O=C(C[C@@H]1CC[C@H]2[C@@H](COC[C@@H](O)CN2C(=O)Nc2ccc(C(F)(F)F)cc2)O1)NCC1CC1	0.3	0.0	3	-4	-7	-2	-6	3
O=C(NCCc1ccccc1)C1CCN(Cc2ccccc2F)CC1	-0.1	/	7	/	12	/	/	-4
C[C@H](CO)N1C[C@H](C)[C@H](CN(C)C(=O)Nc2cccc3ccccc23)Oc2ncc(-c3cccc(F)c3)cc2C1=O	-1.2	-0.2	0	-2	6	9	18	-6
O=C(COC(=O)c1cc[n+]([O-])cc1)Nc1cc([N+](=O)[O-])ccc1Cl	-0.1	1.0	/	-2	-5	0	-6	/
CC(=O)c1cccc(CN2CCc3ccc(NC(=O)C4CCCO4)cc3C2)c1 (stereo unspecified)	0.9	-0.1	-15	0	0	-17	0	/
COC(=O)c1nc(-c2ccc(C)cc2)[nH]c1C(C)(C)C	0.0	-1.6	4	-3	4	-1	11	-7
COc1ccc(F)c(CN2CCC(n3nccc3NC(=O)CCCc3ccccc3)CC2)c1	0.2	-0.7	1	-3	1	-22	6	/
O=S(=O)(c1ccccc1)N1CC[C@@H]2[C@H]1c1cc(Br)ccc1N[C@@H]2CO	0.0	-0.4	-3	4	8	-20	-2	2
CC(C)(C(=O)N1CCC1(C)C(=O)NC1Cc2ccccc2C1)c1ccccc1 (stereo unspecified)	0.0	-0.7	-12	-1	-9	-14	17	8
CCNc1ccc2c(Cl)cc(=O)oc2c1	0.3	/	/	23	0	-20	19	/
COc1cc(OC)c(N2CC(C(=O)Nc3cccc(C(=O)NC4CC4)c3)CC2=O)cc1Cl (stereo unspecified)	0.4	/	-14	0	-5	-9	1	/
COc1ccc(NC(=O)C2(C)CCN2C(=O)c2ccc(C(C)(C)C)cc2)cc1OC (stereo unspecified)	0.1	-0.1	-1	-3	3	-16	10	2
